WRN inhibitor: inhibitors of human WRN helicase. Q14191. WRN helicase unwinding, fluorescent forked duplex, kinetic. Potency, µM (top dose mostly 114 µM), inactives show at the top dose activity change, negative = inhibition, usual class: inhibitors. 360,000 compounds, 0.46% hits. AID 651768; further: potency means the concentration at half of the fitted maximal effect; on the % scale 0 is the no-effect control and ±100 the full control effect; nearly all actives have a fitted effect of over 55% in size
Target sequence (Q14191 whole entry, looked up): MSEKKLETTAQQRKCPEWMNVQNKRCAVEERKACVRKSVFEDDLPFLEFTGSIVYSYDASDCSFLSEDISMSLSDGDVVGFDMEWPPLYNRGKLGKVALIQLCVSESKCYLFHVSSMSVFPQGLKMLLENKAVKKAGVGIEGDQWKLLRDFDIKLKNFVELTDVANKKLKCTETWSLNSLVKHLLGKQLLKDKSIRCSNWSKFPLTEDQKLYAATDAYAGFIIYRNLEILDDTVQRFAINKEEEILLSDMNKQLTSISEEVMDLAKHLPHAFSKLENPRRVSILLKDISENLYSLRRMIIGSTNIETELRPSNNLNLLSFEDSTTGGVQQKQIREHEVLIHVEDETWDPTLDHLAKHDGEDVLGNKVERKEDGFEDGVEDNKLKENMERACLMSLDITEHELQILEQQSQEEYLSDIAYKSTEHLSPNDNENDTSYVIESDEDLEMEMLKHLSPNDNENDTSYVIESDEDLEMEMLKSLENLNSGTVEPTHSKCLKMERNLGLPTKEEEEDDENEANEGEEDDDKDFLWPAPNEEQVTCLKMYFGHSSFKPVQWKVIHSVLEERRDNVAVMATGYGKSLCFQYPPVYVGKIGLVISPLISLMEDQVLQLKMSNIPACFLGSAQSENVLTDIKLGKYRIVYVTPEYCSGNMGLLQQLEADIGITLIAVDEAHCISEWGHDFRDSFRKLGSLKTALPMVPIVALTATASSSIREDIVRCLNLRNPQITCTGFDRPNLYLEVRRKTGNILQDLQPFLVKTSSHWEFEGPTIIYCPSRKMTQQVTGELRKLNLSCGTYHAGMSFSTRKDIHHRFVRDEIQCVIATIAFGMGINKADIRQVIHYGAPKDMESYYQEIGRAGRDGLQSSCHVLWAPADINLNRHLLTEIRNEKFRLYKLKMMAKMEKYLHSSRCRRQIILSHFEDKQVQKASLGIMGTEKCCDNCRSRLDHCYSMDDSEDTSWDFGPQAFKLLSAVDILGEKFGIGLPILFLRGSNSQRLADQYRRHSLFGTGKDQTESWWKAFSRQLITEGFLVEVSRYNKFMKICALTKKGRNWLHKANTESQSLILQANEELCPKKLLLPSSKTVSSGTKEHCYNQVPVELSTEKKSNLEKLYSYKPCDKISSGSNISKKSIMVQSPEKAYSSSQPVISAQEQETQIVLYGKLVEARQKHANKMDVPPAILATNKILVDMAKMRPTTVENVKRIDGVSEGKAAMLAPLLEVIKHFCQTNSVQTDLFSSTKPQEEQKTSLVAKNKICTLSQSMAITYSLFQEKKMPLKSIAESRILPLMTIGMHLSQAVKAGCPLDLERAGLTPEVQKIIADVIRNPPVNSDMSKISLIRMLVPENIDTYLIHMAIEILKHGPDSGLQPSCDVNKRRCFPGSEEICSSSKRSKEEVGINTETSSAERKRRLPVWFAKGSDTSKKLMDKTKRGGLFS
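Fluorescence dequenching readout, ex 525 nm/em 598 nm, kinetic mode: forked duplex DNA (100 nM final) with adjacent fluorophore and quencher unwound by WRN (20 nM final) with 2 mM ATP. Compound preincubation 15 min, room temperature.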
MCF10A rereplic: DNA re-replication induction in MCF 10a cells; 350,000 compounds, 2.9% hits; MCF 10A DNA re-replication, Hoechst nuclear intensity, 48 h; AID 624296; Potency, µM (titrated, usually from 46.1 µM), without a hit: at the highest dose activity, positive = re-replication, usual class: activators; further: potency means the concentration at half of the fitted maximal effect; % of control where 0% means no effect; nearly all actives have a fitted effect of over 50% in size
SW480 rerep: inducers of DNA re-replication in SW480 colon cancer cells | SW480 DNA re-replication, Hoechst DNA content imaging, 48 h | Potency, µM (highest dose often 46.1 µM), without a hit: top-dose re-replication activation, most hits filed as activators | 340,000 compounds, 1.8% hits; further: potency means the concentration at half of the fitted maximal effect; % of control where 0% means no effect; nearly all actives have a fitted effect of over 55% in size
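Cells (250 per well) received 23 nL compound or DMSO by pin tool and were kept 48 hr at 37 C, 5% CO2. Nuclei were then stained with Hoechst for 40 min and scanned for DNA content.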
HT1080 IDH1KD tx: kills HT-1080 cells with IDH1 knockdown; Potency, µM (doses to about 46.1 µM), without a hit: at the top dose activity, negative = toxicity, most hits filed as cytotoxic; HT-1080 IDH1 knockdown viability, ATP luminescence, 48 h; AID 686971; 360,000 compounds, 2% hits;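 further: potency means the concentration at half of the fitted maximal effect; 0% = DMSO wells and -100% = cell-free medium wells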
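% activity derives from luminescence (CellTiter-Glo), normalised to DMSO and no-cell wells. HT-1080-IDH1KD cells, 750/well, had 48 h compound exposure at 37 °C.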
KB-3-1 tox: kills parental KB-3-1 adenocarcinoma cells; KB-3-1 viability, CellTiter-Glo ATP luminescence, 72 h; Potency, µM (titrated, usually from 46.1 µM), inactives show at the highest dose activity change, negative = cytotoxic, usual class: cytotoxic; 400,000 compounds, 1.4% hits; AID 1347075; further: potency means the concentration at half of the fitted maximal effect; on the % scale 0 is the no-effect control and ±100 the full control effect; nearly all actives have a fitted effect of over 60% in size
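Cells are dispensed, compounds pinned in, plates held at 37 °C for 72 h, then CellTiter-Glo is added and luminescence read after 10 minutes. Cell line: parental KB-3-1 in phenol-red-free DMEM, 10% FBS.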
ATXN2 expr inh: ATXN2 expression inhibition; HEK-293 ATXN2-luciferase reporter, luminescence, 24 h; Potency, µM (titrated, usually from 57 µM), for inactives: top-dose activity change, negative = inhibition, most hits filed as inhibitors; 360,000 compounds, 0.72% hits; AID 1745845; further: potency means the concentration at half of the fitted maximal effect; on the % scale 0 is the no-effect control and ±100 the full control effect; nearly all actives have a fitted effect of over 55% in size
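qHTS (up to 57 uM final) was run with 24 h compound exposure of reporter cells at 37 °C. Each well was multiplexed: SteadyGlo luminescence measured ATXN2-luciferase expression after a fluorogenic Gly-Phe-AFC viability readout (25 uM final).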
IL1B secr inh: blocks inflammasome-driven IL-1 beta release. THP-1 LPS/ATP IL-1B secretion, AlphaLISA, 16 h; hits give low values. activity change, % at 57.5 µM. 360,000 compounds, 4.7% hits. AID 743279; in the data active means activity change below about -50%; inconclusive means mostly about -30% to -49%; further: on the % scale 0 is the no-effect control and ±100 the full control effect
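THP-1 cells pretreated 1 hr with compounds (up to 57.5 uM final), then stimulated with LPS (250 ng/mL final) plus ATP (1.25 mM final); secreted IL-1B measured by AlphaLISA after 16 hr, decreased signal indicating inhibition.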
KB-V1 MDR tox: KB-V1 MDR subline cytotoxicity; KB-V1 MDR cells viability, CellTiter-Glo, 72 h; Potency, µM (top dose mostly 46.1 µM), inactives show at the highest dose activity change, negative = cytotoxicity, most hits filed as cytotoxic; 400,000 compounds, 3.4% hits; further: potency means the concentration at half of the fitted maximal effect; on the % scale 0 is the no-effect control and ±100 the full control effect; nearly all actives have a fitted effect of over 60% in size
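Cytotoxicity via CellTiter-Glo luminescence after 72 h compound exposure at 37 degrees C. Cells: drug-selected KB-V1 line, DMEM phenol-red free plus 10% FBS. Compounds tested at multiple concentrations; normalized data fitted to concentration-effect curves.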
HT1080NT lethal: kills 2HG-producing HT-1080-NT fibrosarcoma cells | Potency, µM (highest dose often 46.1 µM), for inactives: at the highest dose activity, negative = less viability, most hits filed as cytotoxic | 360,000 compounds, 1.6% hits | HT-1080-NT fibrosarcoma viability, CellTiter-Glo ATP luminescence, 48 h;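 further: NT is the 2HG producing partner of a matched IDH1 knockdown line; potency means the concentration at half of the fitted maximal effect; 0% = DMSO-treated cells and -100% = media-only wells without cells; nearly all actives have a fitted effect of over 55% in size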
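Luminescent CellTiter-Glo readout after 48 hours of compound exposure at 37 degrees C defined viability of HT-1080-NT cells. Activity was normalized to DMSO wells and cell-free media wells; concentration-response curves were fitted and assigned curve classes.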
Active calls of the source: *; ? = inconclusive; . = no result given; [ ] = dose if it differs, or a comment. Unless noted, the call rests on the fitted dose curve; in most records, active means well fitted curve in the direction sought with a large enough effect; inconclusive means small, poorly fitted or top-dose-only effect, or another doubt; inactive means no such curve, though single readings can be large; an effect the other way counts as inactive or inconclusive. Not a hit list; any-hit rate near 12%.

The line under a structure holds: WRN inhibitor	MCF10A rereplic	SW480 rerep	HT1080 IDH1KD tx	KB-3-1 tox	ATXN2 expr inh	IL1B secr inh	KB-V1 MDR tox	HT1080NT lethal
- O=C(O)c1cc2n(n1)C(C(F)(F)F)CC(c1ccccc1)N2 (centres undefined)
 : 2%	-4%	-6%	16%	4%	4%	3	25%	27%
- CSc1nsc(SCC(=O)N2CCc3ccccc32)n1
 : -10%	-1%	-1%	-3%	1%	14%	11	-15%	-2%
- Cc1cccc(/C=N/N2CCN(c3ccccc3)CC2)c1
 : 23%	-53%[inhibitor]	-54%[inhibitor]	-2%	-2%	59%[activator]	21	-30%	-2%
- CCc1nn(CC(=O)N2CCN(C)CC2)c(=O)c2cccn12
 : -1%	3%	-11%	-5%	?	1%	-9	16%	6%
- Cc1ccccc1C(=O)Nc1nc(-c2cccnc2)cs1
 : -10%	0%	24%	7%	-2%	.	56	11%	-3%
- Cc1ccc(-n2ncc3c(=O)n(CC(=O)NC4CCCC4)cnc32)cc1C
 : -2%	9%	-61%[inhibitor]	5%	6%	-6%	0	-6%	7%
- COC(=O)c1ccc(/C=C2/SC(=S)N(CCC(=O)NCCCN3CCOCC3)C2=O)cc1
 : -2%	?	1%	17%	11%	18%	-57*	2%	0%
- S=C(NCC1CCCO1)Nc1ccccc1 (centres undefined)
 : 3%	-7%	0%	16%	19%	0%	-8	-14%	13%
- COc1cccc(-c2cc(NC=O)c3ncc(-c4ccc(F)c(Cl)c4)n3c2)c1
 : -12%	.	.	-2%	-1%	-29%	?	?	-6%
- CCC1CCCCN1C(=S)NC(=O)c1ccc([N+](=O)[O-])cc1 (centres undefined)
 : -5%	?	?	-17%	9%	-10%	0	?	2%
- CCN(CC)C(=O)C1=C(C)N(Cc2ccc(OC)cc2)C(=O)C(CC(=O)NC2CCCC2)C1 (centres undefined)
 : 2%	.	.	-3%	-4%	7%	-7	6%	-1%
- O=C(Nc1ccc(F)cc1)C(CCc1ccccc1)N1CCN(CC(=O)N2CCCC2)CC1 (centres undefined)
 : 3%	.	.	-1%	11%	.	-2	?	1%
- O=C(CSc1nccc(=O)[nH]1)c1ccco1
 : -20%	3%	-5%	-6%	3%	-21%	-14	0%	4%
- O=C(Nc1cccc(-c2nc3ncccc3o2)c1)c1ccc2c(c1)OCO2
 : -13%	-8%	-2%	1%	6%	21%	17	29%	5%
- CCOc1ccccc1/C=C/c1onc(C)c1S(=O)(=O)N1CCC(C(=O)N2CCCCCC2)CC1
 : -12%	18µM*	-8%	-16%	?	-17%	-10	-16%	-8%
- CCC(CO)Oc1cc(NC(=O)c2ccc(OC)cc2)c2ncn(C(C)C)c2c1 (centres undefined)
 : -9%	-10%	1%	-3%	5%	-19%	-18	5%	0%
- Cn1nc(C(=O)OCC(=O)Nc2ccc(C(N)=O)cc2)c2ccccc2c1=O
 : 4%	-5%	-10%	9%	9%	4%	25	18%	16%
- CCCCn1c(N)c(N(CC(C)C)C(=O)c2cccc(S(=O)(=O)N(C)c3ccc(C)cc3)c2)c(=O)[nH]c1=O
 : -4%	6%	2%	5%	9%	-1%	-7	11%	0%
- O=C(c1ccccc1)c1nc[nH]c1C(=O)Nc1ccccn1
 : -2%	0%	-14%	19%	-1%	5%	?	-9%	19%
- CC1(C)Oc2ccc(C(=O)NN)cc2NC1=O
 : -1%	-1%	0%	0%	1%	.	-2	10%	1%
- Cc1occc1-c1nnc(SCC(=O)N(C)c2ccccc2)n1C
 : -12%	-3%	-4%	11%	7%	8%	3	?	13%
- Cc1ccccc1N1C(=O)C2CCCN2C1=S (centres undefined)
 : 9%	3%	-26%	4%	-4%	-7%	-8	0%	1%
- COc1cc(SC)ccc1C(=O)N(CC(=O)Nc1ccccc1Br)Cc1ccco1
 : -6%	-12%	-84%[inhibitor]	-6%	-11%	-13%	?	-15%	-16%
- COc1ccc2c(-c3ccccc3)cc(SC(C)C(N)=O)nc2c1 (centres undefined)
 : -7%	?	12%	-14%	-7%	-9%	-4	12%	?
- COc1cccc(-c2cnc(C(O)c3ccc(Cl)cc3)[nH]2)c1 (centres undefined)
 : 0%	.	.	-3%	-2%	8%	35	-26%	4%
- COc1ccc(OC)c(NC(=O)Nc2cccc(Cn3cccn3)c2)c1
 : -9%	14%	0%	4%	9%	-2%	-14	-11%	2%
- CCN(CC)S(=O)(=O)c1cccc(C(=O)NC(Cc2c[nH]c3ccccc23)c2nnc3n2CCC3)c1 (centres undefined)
 : -1%	-1%	?	11%	0%	2%	-5	6%	10%
- O=C(NC1CC1)c1nc2c(nnn2Cc2ccccc2Cl)c(=O)[nH]1
 : 88%[activator][57.1 µM]	?	17%	3%[9.24 µM]	-14%	-4%	25	-6%	-18%
- CCC1(C)Cc2c(C#N)c(N)n(N)c(=S)c2CO1 (centres undefined)
 : 6%	1%	-2%	-2%	-2%	-18%	21	-8%	-1%
- COc1ccc(CCNc2oc(-c3cccc4ccccc34)nc2P(=O)(OC)OC)cc1OC
 : 6%	?	?	0%	-3%	-7%	-15	12µM*	-1%
- Cn1c(SCC(=O)c2ccc3c(c2)Cc2ccccc2-3)nnc1-c1ccccc1
 : ?	?	-3%	-2%	-11%	-19%	-13	3%	-10%
- Cc1cc(C)n2nc(C(=O)Nc3ccc(N4CCOCC4)cc3)nc2n1
 : 3%	7%	-13%[9.22 µM]	4%	21%	7%	-13	9%	16%
- CCCn1c(SCC(=O)Nc2ccccc2Cl)nc(O)cc1=O
 : 8%	1%	33%	-5%	0%	-29%	11	-19%	?
- O=C(NCCc1ccccc1)C1CCC(=O)N1CCc1ccccc1 (centres undefined)
 : 10%	3%	5%	2%	14%	-10%	5	23%	2%
- Cc1ccc(Nc2nc(CSc3nnc(-c4ccccc4)n3C)cs2)cc1
 : -17%	?	13%	-2%	?	37%	?	-13%	0%
- NC(=O)c1cc[n+](Cc2ccccc2Cl)cc1
 : -11%	0%	-1%	9%	7%	2%	28	?	5%
- Cc1c(Cl)cnc(NC(=O)COC(=O)[C@H](C)NC(=O)c2ccccc2)c1Cl
 : -12%[11.6 µM]	1%	-13%	0%	3%	.	-5	2%	-3%
- COc1cccc(S(=O)(=O)N2CCN(c3ccccc3F)CC2)c1
 : -1%	20%	2%	3%	-18%	-8%	-11	?	3%
- COc1ccccc1OCC(=O)NCCS(=O)(=O)N1CCN(c2ccccc2)CC1
 : 15%	4%	?	-9%	0%	-17%	-4	?	-8%
- Cc1cc(=O)oc2cc(OC(C)C(=O)Nc3ccc(C(N)=O)cc3)ccc12 (centres undefined)
 : 4%	14%	-1%	-1%	1%	.	-29	-20%	2%
- CCOc1cc(C2NC(=O)NC2=O)ccc1O (centres undefined)
 : -2%	-5%	-3%	12%	13%	-11%	-3	-4%	21%
- CCOC(=O)c1c(NC(=O)CSC(=S)N(C)C)sc(C)c1C
 : 5%	1%	-7%	-2%	7%	6%	6	-7%	0%
- c1ccc2c(CCNc3ncnc4nc[nH]c34)cccc2c1
 : -5%	?	15%	-15%	18µM*	-11%	104	-2%	1%
- CCOC(=O)c1nc(Nc2ccccc2)c2ccccc2n1
 : 1%	-5%	-7%	11%	-12%	-15%	-21	-22%	-3%
- CCNC(=O)NC(=O)C(C)Sc1nnc(COc2ccccc2Cl)o1 (centres undefined)
 : 7%	?	2%	14%	-4%	6%	-8	6%	10%
- CSc1ccccc1C(=O)NCc1ccc(C)cc1
 : -8%	22%	11%	3%	2%	-25%	-3	-5%	-1%
- CC(C)C(O)(C#CCN1CCCC1)c1ccccc1 (centres undefined)
 : -1%	-4%	-5%	3%	-2%	-9%	-12	4%	-2%
- O=[N+]([O-])c1ccc(/C=N/n2c(COc3ccccc3)n[nH]c2=S)cc1
 : 4%	204%[0.0737 µM]	-6%	-9%	12%	-11%	40	0%	-11%

Exported as tab-separated lines: entries from further up
Compound	WRN inhibitor	MCF10A rereplic	SW480 rerep	HT1080 IDH1KD tx	KB-3-1 tox	ATXN2 expr inh	IL1B secr inh	KB-V1 MDR tox	HT1080NT lethal
CCOc1cc(C2NC(=O)NC2=O)ccc1O (centres undefined)	-2%	-5%	-3%	12%	13%	-11%	-3	-4%	21%
CCOC(=O)c1c(NC(=O)CSC(=S)N(C)C)sc(C)c1C	5%	1%	-7%	-2%	7%	6%	6	-7%	0%
c1ccc2c(CCNc3ncnc4nc[nH]c34)cccc2c1	-5%	?	15%	-15%	18µM*	-11%	104	-2%	1%
CCOC(=O)c1nc(Nc2ccccc2)c2ccccc2n1	1%	-5%	-7%	11%	-12%	-15%	-21	-22%	-3%
CCNC(=O)NC(=O)C(C)Sc1nnc(COc2ccccc2Cl)o1 (centres undefined)	7%	?	2%	14%	-4%	6%	-8	6%	10%
CSc1ccccc1C(=O)NCc1ccc(C)cc1	-8%	22%	11%	3%	2%	-25%	-3	-5%	-1%
CC(C)C(O)(C#CCN1CCCC1)c1ccccc1 (centres undefined)	-1%	-4%	-5%	3%	-2%	-9%	-12	4%	-2%
O=[N+]([O-])c1ccc(/C=N/n2c(COc3ccccc3)n[nH]c2=S)cc1	4%	204%[0.0737 µM]	-6%	-9%	12%	-11%	40	0%	-11%
